TLR4-MyD88 BLA: inhibitors of human TLR4-MyD88 binding. inhibition, % at 8.4 µM. HeLa CL3-4 TLR4/MyD88 BLA complementation, FRET ratio. AID 861. O00206+Q99836. actives 0.18% (n = 200,000); in the data active = inhibition above about 25%;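 note: 0% = vehicle and 100% = reference inhibitor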
L major viab: reduces viability of Leishmania major promastigotes | inhibition, % at 10 µM | actives 9% (n = 200,000) | resazurin fluorescence viability;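 note: promastigotes grown with compound for 44 hours at 28 °C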
Redox H2O2 prof: compounds producing H2O2 with reducing agent – biochemical, NIH compound library profiling, artefact control for MLSCN library redox annotation, primary screen; AID 878; actives 0.03% (n = 200,000); activation, % at 10 µM; DTT-dependent redox cycling H2O2, phenol red/HRP absorbance; 100% = 100 µM peroxide control, 0% = buffer;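 active = activation of at least 50% relative to the plate's high and low controls in the primary single-dose screen; inactive = activation below 50%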;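 note: compound incubated with DTT at 0.8 mM final as the reducing agent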
PMI activator: activators of human phosphomannose isomerase; P34949; purified human PMI, coupled resazurin fluorescence, 20 min; hits give high values; 1 = vehicle control, 0 substrate-free wells; activation factor at 20 µM; actives 0.005% (n = 190,000);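 active = activation factor of 2 or more at 20 µM, relative to plate controls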
Target sequence (P34949 whole entry, looked up): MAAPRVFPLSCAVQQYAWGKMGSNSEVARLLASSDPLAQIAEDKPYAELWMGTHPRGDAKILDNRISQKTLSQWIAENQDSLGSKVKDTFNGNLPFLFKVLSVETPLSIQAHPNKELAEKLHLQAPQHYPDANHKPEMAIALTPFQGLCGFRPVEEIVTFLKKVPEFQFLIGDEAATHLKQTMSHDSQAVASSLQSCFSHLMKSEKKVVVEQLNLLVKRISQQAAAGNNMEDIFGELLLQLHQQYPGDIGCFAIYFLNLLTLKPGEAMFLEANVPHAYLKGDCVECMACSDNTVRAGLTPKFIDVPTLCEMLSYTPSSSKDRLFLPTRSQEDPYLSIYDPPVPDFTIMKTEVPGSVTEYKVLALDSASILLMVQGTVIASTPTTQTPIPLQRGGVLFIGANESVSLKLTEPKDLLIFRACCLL
Diaphorase inh: counter-screen for diaphorase-based assays: diaphorase inhibitors and chemical oxidizers | diaphorase resazurin-to-resorufin fluorescence, NADH, 16 min; bacterial (C. kluyveri) enzyme, not human | inhibition, % at 20 µM | actives 0.69% (n = 190,000);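 active = primary screen inhibition at 20 µM above a set limit, cut at about 50% in these data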;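 note: plate controls were DMSO with full reaction for no effect and wells lacking NADH for full effect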
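Assay system – diaphorase enzyme from Clostridium kluyveri · Amount – diaphorase 0.14 U/mL (working solution) · Times – reaction incubation of 16 min at room temperature · Controls – No-NADH positive control and DMSO neutral control · Signal – resorufin fluorescence 544/590 nm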
Diaphorase act: diaphorase activation or chemical reduction counter-screen; Diaphorase/resazurin coupled assay, resorufin fluorescence, 16 min; hits give high values; 1 = vehicle wells, 0 = NADH-free wells; actives 0.005% (n = 190,000); activation factor at 20 µM;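 active = diaphorase activity raised at least twofold by the compound at 20 µM; inactive = activation factor below 2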
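System – purified diaphorase enzyme from Clostridium kluyveri · Input – enzyme 0.07 U/mL final · Also added – final NADH 0.114 mM, resazurin 0.1 mM · Measured by – fluorescence of resorufin, 544 nm excitation, 590 nm emission · Timing – 16 min enzyme reaction, ambient temperature · Measure – resorufin increase flagging diaphorase activators or reducers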
PMI act hi M6P: PMI (human) activation, high substrate; P34949; coupled PMI enzyme assay, resazurin fluorescence, 20 min; hits give high values; 1 = untreated enzyme, 0 = substrate-free blank; activation factor at 20 µM; actives 0.34% (n = 190,000); AID 1216;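 active = activation factor of 2 or more at 20 µM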
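test system = human PMI in coupled enzyme assay | medium = HEPES-buffered pH 7.4 with magnesium and detergent | also added = 1.0 mM mannose-6-phosphate substrate with 0.22 mM NADP+ | compound = 20 µM single dose | times = 20 min incubation at room temperature | measured by = resorufin fluorescence (Ex 544/Em 590 nm) from resazurin via diaphorase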
S1P3 antag: blocks the human S1P3 receptor | CHO S1P3 NFAT-BLA reporter, FRET fluorescence, antagonist mode | AID 485 | actives 0.27% (n = 170,000) | Q99500 | inhibition, % at 4.98 µM;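 active = inhibition above the plate cutoff, the mean inhibition of test wells on that plate plus 3 SD, cut at about 28% in these data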;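 note: cells challenged with S1P at its EC80 of 0.8 µM; blue over green emission ratio from cleaved BLA substrate after 4 h stimulation; 0% = S1P-stimulated wells and 100% = unstimulated DMSO-only wells; some compounds past the cut are filed as inactive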
Target sequence (Q99500 whole entry, looked up): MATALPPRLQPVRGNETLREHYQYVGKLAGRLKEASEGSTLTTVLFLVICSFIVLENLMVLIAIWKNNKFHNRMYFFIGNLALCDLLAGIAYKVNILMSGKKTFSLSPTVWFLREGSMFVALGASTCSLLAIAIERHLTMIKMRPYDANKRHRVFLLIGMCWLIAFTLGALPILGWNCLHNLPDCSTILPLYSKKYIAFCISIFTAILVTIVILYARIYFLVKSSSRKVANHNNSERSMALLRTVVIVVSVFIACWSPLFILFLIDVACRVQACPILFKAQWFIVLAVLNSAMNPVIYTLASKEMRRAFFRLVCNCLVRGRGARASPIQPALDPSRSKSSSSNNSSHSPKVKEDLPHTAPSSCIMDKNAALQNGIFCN
G6PDH CS: inhibits Leuconostoc G6PDH, flagging false hits in G6PDH-based assays; inhibition, % at 5 µM; actives 0.12% (n = 200,000); Purified L. mesenteroides G6PDH, diaphorase/resazurin coupled fluorescence, 45 min
Hsp70 activator: switches on Hsp70 transcription | HeLa Hsp70 promoter luciferase reporter, luminescence; scaled: vehicle 0, proteasome-inhibitor control 100% | activation, % at 10 µM | actives 0.04% (n = 200,000) | AID 1203;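 active = activation above the mean across all tested compounds plus 3 SD, cutoff set per campaign, cut at about 5.5% in these data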;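 note: 100% = MG132 at 30 µM as the positive control and 0% = DMSO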
RAM inhibit: blocks the yeast RAM network | S. cerevisiae dse1pr::URA3 reporter, 5-FOA growth OD615, 2 d; analog-sensitive cbk1-as2 kinase mutant strain | inhibition, % at 50 µM | actives 1.8% (n = 190,000) | AID 868;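 active = inhibition above a set limit, 3 SD over mean compound inhibition, cut at about 8.4% in these data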;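 note: 0% = DMSO-only wells with no growth and 100% = 10 µM 1-NA-PP1 full growth; inhibition rescues growth on 5-FOA so higher OD means more RAM inhibition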
The depositor's hits bear a star; . = not tested or not shown. Cut-off read from the data, not from the text of the source, unless noted: active = inhibition above about 50%; inactive = the rest. Compounds as they come; 12% or so of the library scored in one or more.

structure,S1P3 antag,PMI act hi M6P,RAM inhibit,PMI activator,TLR4-MyD88 BLA,G6PDH CS,L major viab,Diaphorase inh,Hsp70 activator,Redox H2O2 prof,Diaphorase act
C=CCn1c(COc2ccc(Cl)cc2)nnc1SCC(=O)c1c(N)n(C)c(=O)n(C)c1=O,-3,0.9,4.2,1,14,14,-11,-7,0.3,-2.1,1.1
COc1ccccc1NC1=C(NC(C)=O)C(=O)c2ccccc2C1=O,-7,0.4,2.0,0.8,-6,48,10,22,-0.4,-0.7,0.8
CCN(CC)S(=O)(=O)c1cccc(C(=O)Nc2nncs2)c1,-9,1.1,1.4,1.1,0,5,-10,9,-0.4,0.5,0.9
O=C(Cc1c[nH]c2ccccc12)N/N=C/c1cccc(F)c1,6,1,0.1,0.9,-6,-4,9,9,-0.4,0.3,0.9
CCOc1ccc(Oc2cc(N)cc([N+](=O)[O-])c2)cc1,3,0.9,0.1,1,-11,6,-11,20,0.1,0.0,0.8
CCCCCCSC1=C(C#N)C(c2ccc(C)o2)CC(=O)N1 (stereo unspecified),-13,1.1,1.9,1,-2,1,8,20,-0.3,0.0,0.8
N=c1n(CCN2CCCC2)c2ccccc2n1CC(O)c1ccc(Cl)c(Cl)c1 (stereo unspecified),-3,1,1.7,1,10,5,100*,-16,-0.3,-1.1,1.2
CC(/C=C1\SC(=O)N(CCCC(=O)O)C1=O)=C\c1ccccc1,-38,1,1.4,1.1,0,6,-8,9,-0.7,-0.9,0.9
COc1cc2c(cc1OC)C(C(=O)NCC1COc3ccccc3O1)C(c1cccnc1)N(C)C2=O (stereo unspecified),.,0.9,1.8,0.9,-8,6,-7,4,-0.1,-1.6,1
Clc1ccc(-n2nnnc2CN2CCOCC2)cc1,.,1.1,2.6,1.2,-5,6,-5,-4,-0.1,-0.8,1
CCC(C)N1C(=O)S/C(=C/c2ccc(Sc3nc4ccccc4[nH]3)o2)C1=O (stereo unspecified),.,0.9,3.6,0.9,3,4,26,8,-0.6,-3.4,0.9
CC(C)(Oc1ccc(Cl)cc1)C(=O)NC1=NN(c2ccccc2)C(=O)C1,1,1.1,0.9,1,11,-5,2,3,-0.6,0.1,1
C/C(=N\NC(=O)c1csc(C)c1C)c1ccc(Cl)s1,.,1.2,2.1,1.2,5,-1,12,-10,0.2,1.3,1.1
O=C(c1ccc(F)cc1)N1CCN2C(=O)c3ccccc3C12c1ccc(Cl)cc1 (stereo unspecified),-10,0.9,0.8,0.9,5,8,46,16,-0.4,-1.0,0.8
COc1ccc(/C=N/OCc2nc3c4c(ncn3n2)Oc2ccc3ccccc3c2C4c2ccccc2)cc1 (stereo unspecified),.,1,3.5,1,-11,7,41,-2,-0.2,-0.5,1
Cc1c(NS(=O)(=O)c2ccc(N3CCCCC3)c([N+](=O)[O-])c2)c(=O)n(-c2ccccc2)n1C,-5,0.9,5.5,1,1,6,-4,28,-0.3,-0.3,0.7
Cc1ccc2nc(-c3ccncc3)cc(-c3ccccc3)c2c1,.,0.9,-0.5,0.9,11,1,20,15,1.7,0.5,0.9
COc1ccccc1N1CCN(S(=O)(=O)/C=C/c2ccccc2)CC1,.,0.9,0.0,0.9,1,10,3,9,0.0,0.4,0.9
Cc1cccc(NC(=O)CSc2nc3[nH]ncc3c(=O)[nH]2)c1,-9,0.8,2.5,0.8,0,8,-3,14,-0.2,0.0,0.9
CCOC(=O)/C=C1\SCC(=O)N1CC(=O)NC(C)c1ccc(F)cc1 (stereo unspecified),2,0.9,1.7,0.8,10,20,-3,15,-0.3,-0.1,0.8
Cc1cc(C)n(Cc2ccccc2F)c(=O)c1C#N,-44,1,0.5,1.1,-6,11,-4,-8,-0.3,0.0,1.1
Cc1ccc(Cl)cc1N1CCN(Cc2cc(=O)n3ccsc3n2)CC1,-12,1,4.6,1.1,-20,8,4,-8,-0.4,-0.8,1.1
CC1=N/C(=C/c2ccc([N+](=O)[O-])cc2)C(=O)N1c1ccc(Cl)cc1Cl,.,1,4.3,1,-3,12,-4,7,0.3,0.2,0.9
Cc1cc(C)cc(N(CC(=O)N2CCOCC2)S(=O)(=O)c2ccccc2)c1,.,1,0.0,1,5,16,-6,12,0.0,0.6,0.9
COc1ccc(CN(C(=O)c2ccco2)c2ccc(C)cc2)cc1OC,-3,0.9,2.2,0.9,0,6,1,11,-0.2,2.6,0.9
O=C(CN1C(=O)NC2(CCCC2)C1=O)N1CCN(S(=O)(=O)c2ccccc2)CC1,0,1.1,-1.0,1.1,6,1,6,3,-0.3,0.0,1
CCN(CC)S(=O)(=O)c1ccc2c(c1)c(=O)c(C(=O)N1CCOCC1)cn2C,-12,1,1.1,1,16,1,-9,7,0.0,-2.1,0.9
CCS(=O)(=O)N1CCCC(C(=O)NCCN(C)Cc2ccccc2)C1 (stereo unspecified),-10,1,3.2,1,0,6,0,13,-0.5,0.1,0.9
CCOC(=O)C1CCN(C(=O)COc2ccc(Br)cc2Br)CC1,-26,1,-1.0,1,21,2,5,-2,-0.1,-1.4,1
CCC12CN3CC(CC)(CN(C1)C3c1ccccc1Cl)C2O (stereo unspecified),-18,0.9,0.5,1,8,7,-6,16,-0.3,3.9,0.8

One compound at a time, as listed above:
CCOc1ccc(Oc2cc(N)cc([N+](=O)[O-])c2)cc1 is listed as S1P3 antag: 3; PMI act hi M6P: 0.9; RAM inhibit: 0.1; PMI activator: 1; TLR4-MyD88 BLA: -11; G6PDH CS: 6; L major viab: -11; Diaphorase inh: 20; Hsp70 activator: 0.1; Redox H2O2 prof: 0.0; Diaphorase act: 0.8
O=C(CN1C(=O)NC2(CCCC2)C1=O)N1CCN(S(=O)(=O)c2ccccc2)CC1 is listed as S1P3 antag: 0; PMI act hi M6P: 1.1; RAM inhibit: -1.0; PMI activator: 1.1; TLR4-MyD88 BLA: 6; G6PDH CS: 1; L major viab: 6; Diaphorase inh: 3; Hsp70 activator: -0.3; Redox H2O2 prof: 0.0; Diaphorase act: 1

(more compounds)
structure,S1P3 antag,PMI act hi M6P,RAM inhibit,PMI activator,TLR4-MyD88 BLA,G6PDH CS,L major viab,Diaphorase inh,Hsp70 activator,Redox H2O2 prof,Diaphorase act
COc1ccc(-c2cc(C(=O)NCc3cn(C)nc3C)c3ccccc3n2)cc1OC,-3,1,2.0,1.1,-7,1,2,6,-0.3,-0.2,0.9
CCC(C)NCCOCCOc1ccc(Br)cc1 (stereo unspecified),2,1.1,0.6,1.1,0,6,89*,22,-0.1,-0.8,0.8
CCOc1cc(C(=O)N/N=C/C2CC=CCC2)cc(OCC)c1OCC (stereo unspecified),-7,1.1,1.2,1.1,0,3,-5,-7,0.5,0.3,1.1
CCOC(=O)CN(C(=O)CSc1nnc(-c2ccc(OC)c(OC)c2)o1)c1ccc(F)cc1,-14,1.1,-1.8,1.1,6,0,31,2,-0.2,-0.1,1
CC1CN(C(=O)c2c([N+](=O)[O-])cnn2C)CC(C)O1 (stereo unspecified),.,1,-0.1,1,-3,9,-1,2,-0.4,-0.3,1
COc1ccc(-c2nc(C#N)c(NCc3ccccc3Cl)o2)cc1OC,-4,1,4.2,0.9,6,-3,19,4,-0.2,0.0,1
CCN1CC2CCCC3(C1)C(=O)NC1(CCCCC1)N=C23 (stereo unspecified),-28,1,2.4,0.8,-2,14,-1,8,-0.2,-0.3,0.9
COC(=O)c1sccc1NC(=S)Nc1ccc(F)cc1F,-12,.,3.7,.,6,11,-4,.,-0.3,0.0,.
Fc1ccc(NC(=S)N2CCn3cccc3C2c2cccnc2)cc1 (stereo unspecified),-4,1,0.4,1,16,-4,91*,4,0.1,-0.7,1
Cc1[nH][nH]c(=O)c1C(c1ccc(-c2ccc(F)cc2)o1)c1c(C)[nH][nH]c1=O,-9,0.6,-0.9,0.9,2,29,99*,35,-0.1,-0.5,0.7
CCCSc1nnc(-c2cccc(S(=O)(=O)N(C)C)c2)n1-c1cc(OC)ccc1OC,1,0.8,1.9,0.9,8,2,53*,32,-0.1,1.4,0.7
N/C(=N\OC(=O)c1ccc2c(c1)OCO2)c1ccc(Cl)cc1,.,0.8,2.1,0.9,1,10,3,17,0.1,-3.6,0.8
COc1ccc(CCNc2cc(C)nc3c(-c4ccccc4)cnn23)cc1OC,-5,0.8,0.4,0.8,-10,1,16,24,-0.3,1.9,0.8
Cc1nccn1Cc1cccc2ccccc12,.,1,2.2,1,8,0,7,9,-0.5,0.1,0.9
COc1cccc(NC(=O)CCN2CCN(c3ccccc3F)CC2)c1,.,1,0.8,0.9,8,1,6,19,-0.1,0.1,0.8
Nc1nnc(C(=O)c2ccccc2N)s1,22,.,.,.,-7,.,-5,.,0.0,3.2,.
CCOC(=O)c1c(NC(=O)C2CCN(S(=O)(=O)c3ccc(Cl)cc3)CC2)sc2c1CCCC2,-1,1,5.1,0.9,7,-14,6,11,-0.4,1.3,0.9
CCOC(=O)CCCNC(=O)CCNC(=O)c1ccc(OC)cc1,-50,1,-0.7,1,3,6,-1,5,-0.2,-0.5,1
CCOc1cc(/C=C2/C(=N)N3OC(C)=CC3=NC2=O)ccc1OC(=O)c1ccco1,3,0.8,3.8,0.8,-8,3,2,13,-0.2,-1.0,0.9
O=C(NCc1ccccc1)NCc1cccs1,-18,1,3.8,1,-9,13,-4,12,-0.2,0.0,0.9
O=c1c(F)cn(C2CCCO2)c(=O)n1Cc1ccccc1F (stereo unspecified),-30,0.9,-0.8,0.9,2,-2,-3,13,-0.4,3.1,0.9
O=C(C1CCCCC1)N1CCN(S(=O)(=O)c2ccc(Br)cc2)CC1,22,1,3.6,0.9,-1,6,-5,2,-0.6,3.0,1
COC(=O)c1ccc(CN2CCC(CO)(Cc3ccccc3Cl)CC2)cc1,-3,.,-0.6,.,1,14,98*,.,-0.4,-0.4,.
CCCn1c2ccccc2c2nnc(SC(CC)C(=O)Nc3sc4c(c3C#N)CCCC4)nc21 (stereo unspecified),.,0.9,4.9,0.8,-5,11,26,26,-0.3,-0.3,0.7
CC(C)c1csc(CN2CCN(Cc3ccc(F)c(F)c3)C(CCO)C2)n1 (stereo unspecified),-2,1,0.9,0.9,-9,2,70*,6,-0.2,0.2,0.9
COc1ccc(CCNC(=O)c2[nH]c(C)c(C(C)=O)c2C)cc1,.,1.1,0.1,1,-9,5,30,9,-0.1,0.3,0.9
